SENP8 block: SENP8 (human) protease inhibition. Q96LD8. recombinant SENP8, Nedd8 substrate fluorescence. inhibition, % at 20 µM. 360,000 compounds, 0.64% hits. AID 602440; in the data active = inhibition mostly above about 40%, no sharp cut-off; inactive = mostly below about 27%
Target sequence (Q96LD8 whole entry, looked up): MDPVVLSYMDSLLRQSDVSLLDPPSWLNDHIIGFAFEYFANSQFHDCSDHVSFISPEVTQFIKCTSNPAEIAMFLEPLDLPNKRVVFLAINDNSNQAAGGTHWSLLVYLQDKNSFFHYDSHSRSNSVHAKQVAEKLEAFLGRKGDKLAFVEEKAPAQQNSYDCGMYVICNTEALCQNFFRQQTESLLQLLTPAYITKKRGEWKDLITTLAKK
MPTP inh: inhibitors of mitochondrial permeability transition pore. isolated mouse mitochondria, Ca2+ swelling absorbance, 30 min. inhibition, % at 10 µM. 360,000 compounds, 1.4% hits;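 active = inhibition of 50% or more, scaled per plate between neutral and stimulator controls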;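 note: 0% = DMSO wells given calcium and 100% = 1 mM EGTA wells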
SENP7 block: blocks the human protease SENP7. recombinant SENP7, Z-RLRGG-aminoluciferin luminescence, 40 min. AID 434973. inhibition, % at 5 µM. Q9BQF6. 330,000 compounds, 1.5% hits;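 active = inhibition above about 50% at the single test dose, limit read from the data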;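 note: plate controls were DMSO with enzyme for no effect and no enzyme buffer wells for full effect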
Target sequence (Q9BQF6 706-1050 limits assumed): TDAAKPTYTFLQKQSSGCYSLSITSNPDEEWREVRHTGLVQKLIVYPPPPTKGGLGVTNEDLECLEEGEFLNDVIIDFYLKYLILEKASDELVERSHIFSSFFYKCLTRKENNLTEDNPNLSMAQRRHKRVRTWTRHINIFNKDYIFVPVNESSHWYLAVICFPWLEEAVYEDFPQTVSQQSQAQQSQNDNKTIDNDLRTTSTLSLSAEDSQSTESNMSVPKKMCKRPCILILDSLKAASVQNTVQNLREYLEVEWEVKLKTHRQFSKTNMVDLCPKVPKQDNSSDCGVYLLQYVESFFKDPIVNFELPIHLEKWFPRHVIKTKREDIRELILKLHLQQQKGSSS
SENP6 block: inhibitors of human SENP6 protease; Q9GZR1; Recombinant SENP6 catalytic domain, aminoluciferin luminescence; inhibition, % at 10 µM; 330,000 compounds, 1.8% hits;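 active = inhibition above about 50% at the single tested dose, limit read from the data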;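 note: plate controls were DMSO wells with enzyme for no effect and DMSO wells lacking enzyme for full effect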
GRIN3A LBD mod: NR3A (human) ligand-binding domain modulation | NR3A LBD differential scanning fluorimetry, Tm shift; 0% = protein alone, 100% = glycine-bound protein | Tm shift relative to glycine control, % at 25 µM | 340,000 compounds, 2.5% hits | AID 1259313;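 active = melting temperature shift of at least 10% of the positive control shift, at one fixed dose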
PfG6PD inh: PfG6PD (Plasmodium falciparum) enzyme inhibition; PfGluPho enzyme, NADPH resazurin-diaphorase fluorescence; inhibition, % at 20 µM; 350,000 compounds, 0.78% hits; AID 504690;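 active = inhibition reaching at least a set limit at 20 µM in the primary screen, cut at about 59% in these data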;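 note: 0% = DMSO wells with substrate and 100% = DMSO wells lacking glucose-6-phosphate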
HKDC1 inh: inhibitors of human hexokinase HKDC1; Q2TB90; recombinant HKDC1, G6PDH/diaphorase resazurin coupled fluorescence; inhibition, % at 20 µM; 340,000 compounds, 0.16% hits; AID 493160;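 active = inhibition above about 35% when tested at 20 µM, limit read from the data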;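 note: plate controls were DMSO wells with enzyme for no effect and DMSO wells lacking enzyme for full effect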
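Test system: recombinant HKDC1 (HK5) hexokinase enzyme, produced in-house; Amount: enzyme 5 µg/mL final; Buffer or medium: Tris pH 8.0 buffer with MgCl2, Tween-20, BSA, BME; Reagent: glucose and ATP substrates; Doses: 20 µM test compound, 1% DMSO; Incubation: 90 min reaction incubation at room temperature, dark; Detection: resorufin fluorescence at 613 nm.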
ATG4B inh: ATG4B (human) cysteine protease inhibition; Q9Y4P1; ATG4B cleavage of LC3-PLA2, NBD-HPC fluorescence, 1 h; inhibition, % at 8.33 µM; 340,000 compounds, 0.51% hits; in the data active = inhibition above about 40%
Target sequence (Q9Y4P1 whole entry, looked up): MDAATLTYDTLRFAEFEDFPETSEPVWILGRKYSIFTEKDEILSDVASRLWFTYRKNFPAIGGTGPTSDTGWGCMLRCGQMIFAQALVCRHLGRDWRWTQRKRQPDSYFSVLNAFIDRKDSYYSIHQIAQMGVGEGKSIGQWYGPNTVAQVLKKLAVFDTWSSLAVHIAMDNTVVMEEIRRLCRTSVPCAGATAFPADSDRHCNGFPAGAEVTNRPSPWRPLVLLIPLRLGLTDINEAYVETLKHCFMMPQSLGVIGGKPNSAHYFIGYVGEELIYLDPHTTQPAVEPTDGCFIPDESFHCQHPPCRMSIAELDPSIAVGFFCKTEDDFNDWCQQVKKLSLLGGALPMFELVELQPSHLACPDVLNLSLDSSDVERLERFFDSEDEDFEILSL
An asterisk follows results filed as active; i = inactive; x = no result given.

A first look, 3 compounds:
SMILES	SENP8 block	MPTP inh	SENP7 block	SENP6 block	GRIN3A LBD mod	PfG6PD inh	HKDC1 inh	ATG4B inh
CCOCCCNC(=O)CN1C(=O)/C(=C/c2ccccc2C)Sc2ccccc21	14	-0.7	-9	-8	-2	-1	1	4
CCCOP(=O)(c1ccc(N(C)C)cc1)C(O)c1ccc(Br)cc1 (centres undefined)	21	0.2	-8	-12	-5	-15	0	0
COc1ccc2cc3cc(C(=O)NCC4CCCO4)oc3nc2c1 (centres undefined)	i	8.0	-2	6	3	12	6	-11

The list itself, from the first entry:
SMILES	SENP8 block	MPTP inh	SENP7 block	SENP6 block	GRIN3A LBD mod	PfG6PD inh	HKDC1 inh	ATG4B inh
CCOCCCNC(=O)CN1C(=O)/C(=C/c2ccccc2C)Sc2ccccc21	14	-0.7	-9	-8	-2	-1	1	4
CCCOP(=O)(c1ccc(N(C)C)cc1)C(O)c1ccc(Br)cc1 (centres undefined)	21	0.2	-8	-12	-5	-15	0	0
COc1ccc2cc3cc(C(=O)NCC4CCCO4)oc3nc2c1 (centres undefined)	i	8.0	-2	6	3	12	6	-11
CC(C)(C)C(=O)Nc1ccc(C(=O)CN2C(=O)NC3(CCOc4ccccc43)C2=O)cc1 (centres undefined)	-4	-0.8	-5	-9	-10	22	6	-4
COc1ccc(Cl)cc1NC(=O)CN1CCN(S(=O)(=O)N2CCOCC2)CC1	5	1.8	-8	-26	-2	-6	-2	-4
CCOC(=O)c1cccc(OCC(O)CNCCOc2ccccc2F)c1 (centres undefined)	12	74*	2	-19	-3	-10	-2	4
Cc1ccc(OCC(=O)Nc2ccc(S(=O)(=O)Nc3onc(C)c3C)cc2)cc1	24	-2.2	-5	-9	-1	-39	8	-11
Cc1cccc(-c2nc(S(=O)(=O)c3ccccc3)c(N3CCOCC3)o2)c1	13	1.3	5	27	-1	-10	3	0
COc1ccc(-c2cc(C(=O)O)nc3ccc4ccccc4c23)cc1OC	-414	0.1	7	2	0	-4	6	3
O=C(O)Cn1nnnc1SCC(=O)Nc1ccc(F)cc1F	13	-0.9	1	-14	-2	-16	11	-4
O=C(Nc1ccc(Br)cc1)NC1CCCCCCC1	6	88*	9	-21	11*	32	-2	-4
CN(C1CCCCC1)S(=O)(=O)c1ccc(C(=O)Nc2sc3c(c2C(N)=O)CC(C)(C)NC3(C)C)cc1	-22	6.0	-1	0	-10	5	-5	-7
Cc1cc(=O)oc2cc(OCCC[n+]3ccccc3)ccc12	-87	0.3	-8	-27	-1	1	-2	-4
O=C(N/N=C/C(Cl)=C\c1ccccc1)c1ccco1	20	1.6	2	7	7	-6	1	-2
O=C(CSc1nccn1Cc1ccccc1)Nc1ccccc1	5	0.1	-8	-3	-2	-6	11	2
O=C(/C=C/c1ccco1)NC(=S)Nc1cccc(-c2nc3ccccc3s2)c1	-38	1.8	5	63*	-1	6	3	11
COc1ccc(CCC(=O)OCC(=O)c2ccc[nH]2)cc1OC	4	-1.6	-16	-2	2	-22	-2	-5
CCNc1nc(Cl)nc(-c2cn(-c3ccccc3)c3ccccc23)n1	-293	1.2	-5	-27	12*	-7	-4	2
COc1ccc(C(=O)N/N=C/c2ccc(OC)c(COc3ccc(F)cc3)c2)cc1	-80	-0.7	12	-6	6	2	-5	0
COCCN1Cc2cc3cc(C)ccc3nc2SC1=Nc1cccc(OC)c1	-1	-2.3	4	-5	1	11	-2	6
O=C(NCc1ccccc1)NC(=O)c1ccc(Cl)cc1	12	0.1	7	0	-2	-2	0	-10
CCO[C@H]1OC(C(=O)N2CCOCC2)=C[C@@H](C)[C@@H]1CCCO	18	-0.3	-9	-12	-1	-1	-1	-2
O=C(Nc1ccc(OC(F)(F)F)cc1)c1ccc(-n2cncn2)nc1	3	7.7	0	-17	-4	-15	-4	12
O=C(Nc1ccc(F)cc1)Nc1cc(S(=O)(=O)N2CCOCC2)ccc1N1CCCC1	9	-0.2	-2	2	-3	10	4	0
O=C1c2ccccc2C(=O)c2c1cccc2N(CCO)CCO	17	4.4	2	9	-1	12	8	0
CCn1c(CCCOc2ccc(Cl)cc2Cl)n[nH]c1=S	9	0.0	7	11	-2	19	3	-4
CCOc1ccc(S(=O)(=O)N2CCC(C(=O)N3CCCC3)CC2)cc1C	2	0.4	1	-8	1	-8	-5	-1
COc1cccc(OCC(=O)NNC(=O)c2ccc(-c3ccccc3)cc2)c1	7	-0.3	-3	-4	-1	-14	-6	13
NC(=O)CSc1nnc(Cc2cccs2)n1C1CCCCC1	11	5.2	7	10	0	-1	-8	-13
C=CCc1cccc2cc(C(=O)NC3CCCC3)c(=O)oc12	-175	0.8	2	12	-1	27	-5	1
C[C@H](O)[C@@H]1C(=O)N2CCc3ccc(N4CCOCC4)cc3[C@@H]2C[C@@H]1N(C)C(=O)Nc1ccccc1	-12	-1.5	x	x	-2	-1	-4	12
CCOC(=O)N1CCN=C1SCc1ccc(Cl)c(Cl)c1	14	-0.1	13	21	1	-13	-1	9
CCOC(=O)c1cnn(CCOC(=O)c2ccc(F)cc2)c1NC(=O)c1ccc(F)cc1	10	-14	-4	-4	-4	-5	-8	1
O=C(CN(CCc1ccccc1)C(=O)c1csnn1)NCc1ccc(F)cc1	2	0.8	-9	-4	-1	-4	-3	-6
COc1ccc(C(=O)NC(C(=O)N2CCc3ccccc32)C(C)C)cc1 (centres undefined)	12	0.5	2	2	8	-10	-8	-10
CN(C)C(=O)N1CCN(C(=O)N(C)C)CC1	1	-0.1	12	10	1	-3	-4	-10
CCOC(=O)c1ccccc1NC(=O)COC(=O)C1CC(=O)N(CCc2ccccc2)C1 (centres undefined)	0	-2.8	1	-26	0	5	-5	-12
N#Cc1ccc(Oc2ccc(S(=O)(=O)N3CCOCC3)cn2)cc1	1	-1.2	-1	2	0	-18	-6	5
Cc1ccc(N(CCC#N)C(=O)CCl)cc1C	0	1.0	3	6	-1	9	1	-8
COc1ccccc1N(CC(=O)Nc1cc(C)on1)S(=O)(=O)c1ccc(Cl)cc1	8	-12	9	29	-1	3	-5	-3
CCc1nnc(NS(=O)(=O)c2ccc(NC(=O)c3ccccc3)cc2)s1	19	-1.9	2	4	2	-1	-11	-10
COc1ccc(-n2nnnc2-c2cccnc2)cc1	1	-4.4	3	-12	15*	-15	-1	-8
Cc1ccc(OCC(=O)OCC(=O)Nc2sccc2C(N)=O)cc1C	9	0.6	2	5	3	-5	-8	-14
COc1ccc(S(=O)(=O)N2CCN(c3ccc(F)cc3)CC2)cc1C(=O)N1CCOCC1	6	0.1	-3	-31	-1	9	-4	0
COc1cc([N+](=O)[O-])ccc1NC(=O)Nc1nc2c(s1)CCCC2	26	43	-6	-3	11*	5	-7	-11
O=C(c1ccccc1)c1nc[nH]c1C(=O)Nc1ccccn1	14	0.8	-15	-13	0	-7	-5	-14
CC(=O)Nc1nc(C)c(-c2csc(Nc3ccc(O)cc3)n2)s1	-240	0.1	8	-35	-10	49	-12	-13
CC(=O)c1ccc(OCC(O)CN2CC(C)OC(C)C2)cc1 (centres undefined)	12	0.5	13	-10	-8	7	6	-9

Taken from above.
CC(=O)c1ccc(OCC(O)CN2CC(C)OC(C)C2)cc1 (centres undefined) @ SENP6 block = -10
Cc1ccc(N(CCC#N)C(=O)CCl)cc1C @ ATG4B inh = -8
N#Cc1ccc(Oc2ccc(S(=O)(=O)N3CCOCC3)cn2)cc1 @ ATG4B inh = 5

New compounds follow:
SMILES	SENP8 block	MPTP inh	SENP7 block	SENP6 block	GRIN3A LBD mod	PfG6PD inh	HKDC1 inh	ATG4B inh
COc1ccccc1CCNC(=O)CCn1c(=O)oc2ccccc21	12	-1.9	-14	-16	-2	5	-4	-4
COc1cccc(CC(=O)Nc2nc(-c3ccc(OC)c(OC)c3)cs2)c1	9	1.6	3	-25	-8	13	-1	-11
Cc1cccc(C(=O)NCCNc2nc3cc(C)c(C)cc3cc2C)c1	-237	3.6	-4	-1	-16	9	0	-10
Cc1cc(C(=O)COC(=O)CN(C)S(=O)(=O)c2ccc(Cl)cc2)c(C)n1Cc1cccs1	10	0.3	16	0	2	5	6	-10
O=C(CCC1CCCC1)NCCS(=O)(=O)N1CCN(c2ccccc2)CC1	4	-0.2	-7	-8	4	-4	-4	-15
Cc1cccc(NC(=O)c2ccc(S(=O)(=O)N3CCCCC3)cc2)c1	0	0.5	6	-15	0	9	-4	-2
CCS(=O)(=O)N1N=C(c2cccc(NS(C)(=O)=O)c2)CC1c1ccc(C)cc1 (centres undefined)	12	5.2	2	-5	-2	-1	-1	-11
CCOc1ccc(S(=O)(=O)NCCC(=O)NC2CCCCC2)cc1	9	-1.7	-8	-1	1	-22	-9	-4
COc1ccc(Cl)cc1CSc1ncn[nH]1	27	2.8	-12	-24	1	13	-2	-6
Nc1ccc2oc(-c3ccc4nc[nH]c4c3)nc2c1	-321	0.3	58*	67*	-6	10	10	-2
O=[N+]([O-])c1ccc(-c2nnc3n2CCCCC3)cc1	18	0.9	-8	-24	-2	-1	-1	-11
CCN(C(=O)COC(=O)CC(C)c1ccccc1)c1c(N)n(Cc2ccccc2)c(=O)[nH]c1=O (centres undefined)	15	0.9	0	-1	0	-14	-3	-2
C#CCOCCOCCOCCNc1nc(N2CCN(C(=O)[C@H](CCC(=O)O)n3cc(C(N)CO)nn3)CC2)nc(N2CCN(C(=O)[C@H](Cc3ccc(O)cc3)n3cc(C(N)[C@H](C)CC)nn3)CC2)n1 (some centres undefined)	x	x	7	-2	-1	2	-6	-3
NC(=O)c1ccccc1NC(=S)NC(=O)CCc1ccccc1	-19	1.7	-4	-8	1	37	-11	-12
O=C(NCCSc1c[nH]c2ccccc12)c1ccco1	8	-0.5	-3	15	5	17	-3	-17
CCN(C(=O)C(C)Sc1ccc(S(=O)(=O)N2CCOCC2)cn1)c1ccccc1 (centres undefined)	-10	-1.8	-10	15	0	26	3	-8
COc1ccc(OC)c(/C=C/C(=O)c2ccc(Cl)cc2)c1	-26	-1.0	-1	13	0	25	17	-8
O=c1[nH]nc(SCCS(=O)(=O)c2ccc(F)cc2)n1-c1ccc2c(c1)OCCO2	20	5.3	5	-7	-1	7	1	-2
NC(=O)c1ccsc1NC(=O)c1ccco1	-67	0.2	-7	-1	-2	15	-2	-11
CN1CCN(S(=O)(=O)c2cccc(C(=O)N(Cc3nnc(-c4ccc(Cl)cc4)o3)C3CC3)c2)CC1	5	-0.3	5	-5	-1	15	-5	-5
Cc1ccc(S(=O)(=O)N2CCOCC2)cc1NC(=O)COC(=O)c1ccc(Br)o1	-1	-0.4	x	x	1	-10	-1	2
CNC(=O)c1ccc(NC(=O)CCc2c(C)noc2C)cc1	12	-1.4	-4	6	2	7	-1	-4
Cc1ccc(N(CC(=O)NCc2ccc(F)cc2)C(=O)c2snc(C(N)=O)c2N)cc1C	-322	0.9	-14	-21	1	-73	-7	60*
CCC(C)NC(=O)c1cn(C)c(=O)c2cc(OC)c(OC)cc12 (centres undefined)	17	-1.0	6	13	2	-2	4	3
CCNC(=S)NNC(=O)Cn1c(=O)c2c(ncn2CCOC)n(Cc2ccccc2)c1=O	7	-0.6	3	12	-2	-5	-7	-2
COC(=O)C1=CN(C2CC2)C=C(C(=O)OC)C1c1ccccc1OC	-405	-2.0	5	-20	-2	-2	-4	4
COc1cc(CNC(=O)C2CCCN2S(=O)(=O)c2ccccc2)cc(OC)c1OC (centres undefined)	6	-2.3	3	-14	-5	-4	-7	1
C#CCn1c(O)c(N=NC(=O)CNC(=O)c2cccnc2)c2ccccc21	19	-2.0	0	15	-1	0	-2	-2
Cc1noc(C)c1Cn1nc(C(=O)O)c2ccccc2c1=O	7	-2.9	0	-1	0	6	-7	1
Nc1nc(-c2ccc3c(c2)NC(=O)CO3)cs1	18	-2.6	2	-16	3	3	-6	-10
Cc1ccc(Sc2ncnc3onc(C)c23)c(C)c1	9	-0.4	x	x	-6	6	-5	-10
CC(C)CC1NC(=O)N(CC(=O)N2CCN(S(=O)(=O)c3ccc4ccccc4c3)CC2)C1=O (centres undefined)	16	-2.1	2	-11	0	-15	-2	-5

High-throughput results as filed in PubChem BioAssay.
